Compound activity as filed in PubChem BioAssay.
PGE2 EP2 inh – human EP2 receptor antagonists, primary screen, TR-FRET cAMP, C6 glioma cells; Prostaglandin E2 receptor EP2 subtype (Homo sapiens), P43116; C6 glioma cells expressing human EP2; cells stimulated with saturating PGE2; inhibition, % at 25 µM; AID 1422, 2008; actives 0.52% (n = 260,000);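 active = percent inhibition above 40 after rounding to a whole number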;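 note: rat C6 glioma host cells with rolipram phosphodiesterase inhibitor present; the protocol text gives 20 µM as final concentration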
Target sequence (P43116 whole entry, looked up): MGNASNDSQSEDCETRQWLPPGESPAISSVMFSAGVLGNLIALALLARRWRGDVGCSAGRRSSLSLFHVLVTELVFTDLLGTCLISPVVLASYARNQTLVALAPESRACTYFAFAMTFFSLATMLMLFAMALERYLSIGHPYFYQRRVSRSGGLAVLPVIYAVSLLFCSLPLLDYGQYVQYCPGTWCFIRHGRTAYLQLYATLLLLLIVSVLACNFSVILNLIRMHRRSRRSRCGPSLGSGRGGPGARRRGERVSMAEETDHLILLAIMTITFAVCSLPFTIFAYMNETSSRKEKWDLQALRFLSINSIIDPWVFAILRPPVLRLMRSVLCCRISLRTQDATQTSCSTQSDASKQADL
EP2 mod – EP2 receptor modulators, cAMP readout, primary screen, cell-based, HTRF cAMP, PGE2 stimulation. EP2-expressing cells, cAMP HTRF FRET, PGE2 co-stimulation. induction, % at 25 µM. Prostaglandin E2 receptor EP2 subtype (Homo sapiens), P43116. AID 940, 2007. actives 0.83% (n = 260,000);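 active = compounds whose cAMP rise, as percent of the full-agonist control response, exceeds 60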;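 note: rat C6 glioma line stably carrying human EP2 under a CMV promoter; the protocol text gives 20 µM as final concentration; 100% = response of wells given 1 µM PGE2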
An asterisk follows results filed as active.

SMILES	PGE2 EP2 inh	EP2 mod
O=C(NC(=S)Nc1ccc(S(=O)(=O)Nc2nccs2)cc1)c1ccc(Cl)cc1	12.0	-90.8
CCOc1ccc(NC(=O)CCN2C(=O)/C(=C/c3cccs3)SC2=S)cc1	13.4	-76.5
COc1ccc(C(=O)Nc2ccc3oc(=O)ccc3c2)cc1Cl	7.1	-30.1
CCc1nc2ccc(F)cc2c(C(=O)NCc2ccco2)c1C	7.2	-0.5
Cn1cc(CN2CCC(O)(c3ccc(F)cc3)CC2)c2ccccc21	2.5	-101.9
CN(C)CCNC(=O)CN1N=C(c2ccccc2)Cn2c(cc3sccc32)C1=O	6.1	-44.4
Cc1ccc(C)c(OCCCC(=O)Nc2nnc(C3CCCO3)s2)c1 (stereo unspecified)	12.4	6.5
CC(C)(C)C(=O)c1cn(CC(=O)NCc2cccs2)c2ccccc12	6.0	-6.3
Cc1ccc(-c2cc(C(F)F)n3ncc(C(=O)N4CCCCC4C)c3n2)cc1 (stereo unspecified)	7.7	-96.7
NC(=O)C1CCN(C(=O)C2CC(c3ccccc3Cl)=NO2)CC1 (stereo unspecified)	14.5	-0.5
O=C(NC1C2CCCC1CN(C1CC1)C2)c1ccc(Cl)cc1 (stereo unspecified)	16.3	-62.3
CCCCCCCCCCCCCCC(C(=O)OC)C(O)(CC(=O)OC)C(=O)OC (stereo unspecified)	10.1	24.1
CCCCC1(COC(=O)CCC(=O)O)C(=O)N(c2ccccc2)N(c2ccccc2)C1=O	7.5	19.9
CCOc1ccc2[nH]c(=O)c(C(c3nnnn3C(C)(C)C)N(CC)Cc3ccccc3)cc2c1 (stereo unspecified)	15.7	-37.8
Cc1csc(NC(=O)CSc2nnc(-c3ccc(F)cc3)o2)n1	8.2	-2.7
COc1ccc(-c2nnn(CC(=O)NCCc3c[nH]c4ccccc34)n2)cc1	14.4	-124.2
Cc1cc2c(cc1C)C(O)CC1(CCN(C(=O)C3CCCC3)CC1)O2 (stereo unspecified)	7.2	-46.1
N#Cc1c(NC(=O)COc2ccccc2Cl)sc2c1CCCC2	19.1	-24.6
COc1ccc(S(=O)(=O)N(CCc2ccccc2C)Cc2cc3cc(OC)ccc3[nH]c2=O)cc1	7.4	34.7
S=C(CSc1ccccc1)Nc1cccc2ccccc12	11.2	-3.5
Nc1c(C(=O)Nc2ccc(S(=O)(=O)N3CCCC3)cc2)sc2nc3ccccc3cc12	12.3	-38.7
CCOc1ccc2nc(SCC(=O)Nc3ccc(OC)cc3)sc2c1	6.3	-14.2
CCOC(=O)c1cnc(SCC(=O)Nc2ccc(Br)cc2)nc1N	10.8	-104.0
CCOC(=O)N1CCN(S(=O)(=O)c2ccc(C(C)C)cc2)CC1	8.9	-16.7
Cn1c(N2CCC(C(=O)NCCc3cccc(F)c3)CC2)nc2ccccc21	3.9	-86.9
Later entries
SMILES	PGE2 EP2 inh	EP2 mod
COc1ccc(N(C(C)C(=O)N2CCC(C(N)=O)CC2)S(C)(=O)=O)cc1 (stereo unspecified)	7.2	-13.3
COc1ccc(OC)c(S(=O)(=O)N2CCC(C(=O)N3CCCC3)CC2)c1	11.1	-3.3
C=C1CCC2C(CC2(C)C)C(=C)CC/C1=N/O (stereo unspecified)	14.8	55.0
Cc1ccc(N(CC(=O)NCc2ccco2)C(=O)CCC(=O)Nc2nccs2)c(C)c1	8.5	2.7
O=c1nc(/C=C/c2ccccc2)cc(C(F)(F)F)[nH]1	7.9	-9.7
Cc1ccc2nsnc2c1S(=O)(=O)N1CCN(C)CC1	10.2	-29.9
COc1ccc2[nH]c(=O)c(CN(C3CCCCC3)C(c3nnnn3C3CCCCC3)C(C)C)cc2c1 (stereo unspecified)	9.8	0.1
O=C1C(=O)N(CC2CCCO2)C(c2cccnc2)/C1=C(/O)c1ccc(F)cc1 (stereo unspecified)	10.7	3.2
CCOc1ccc2[nH]c(=O)c(CN(Cc3ccco3)C(=O)c3sc4ccccc4c3Cl)cc2c1	7.7	-4.7
Cc1cccc(CN(CCCN2CCOCC2)Cc2ccc(C)o2)n1	2.9	-2.1
Cc1ccc(-n2c(CSc3nc(C)cc(C)n3)nnc2SCC(=O)N2CCCCC2)cc1	5.4	-108.6
Cc1[nH]c(N)nc(=S)c1CCCNc1ccccc1	11.2	2.8
Clc1ccc2nc(-c3ccccc3)nn2n1	5.4	0.4
Cc1cccc(C(=O)Nc2nc(C)c(C(=O)N3CCCCC3)s2)c1	9.1	-43.5
CCc1c(C)nc(SCC(=O)NNC(=O)C2CCCCC2)[nH]c1=O	11.7	-2.7
COc1ccccc1C1(O)CCN(Cc2cnn(-c3ccc(F)cc3)c2)CC1	3.0	-62.1
Cc1ccn2c(CCc3nnc4cc(C)ccn34)nnc2c1	9.8	16.7
CC1Oc2ccc(NCc3ccc(OCCO)cc3)cc2N(C)C1=O (stereo unspecified)	15.0	-67.7
COc1cc(O)c2c(c1)C(=O)c1cc(C)cc(O)c1C2=O	8.7	18.0
CCc1cccc(C)c1NC(=O)CN1CCOCC1	7.6	-4.1
COc1cccc(C2(NC(=O)c3ccc4c(c3)OCO4)CCCC2)c1	4.9	-51.5
CCN(Cc1ccccc1)C(c1cc2ccc(OC)cc2[nH]c1=O)c1nnnn1CC1CCCO1 (stereo unspecified)	14.8	3.7
CCN1CCN(c2ccc(NC(=O)c3ccc([N+](=O)[O-])o3)cc2)CC1	95.1*	-137.5
CCc1ccc(NC(=O)C2CCN(C(=O)c3cccs3)CC2)cc1	11.9	15.7
COc1ccc(CN(Cc2cccc(C)n2)CC2CCCO2)c(OC)c1 (stereo unspecified)	8.6	-2.2
Additional records follow.
SMILES	PGE2 EP2 inh	EP2 mod
CCOc1ccc(NC(=O)CSc2nc(C)cc(C)c2C#N)cc1	6.7	-20.6
O=C(C1CCCCC1)N1CCCc2cc(C(O)CN3CCCCC3)ccc21 (stereo unspecified)	5.7	-21.2
CCCc1cc2nnc(SCC(=O)N3c4ccccc4CCc4ccccc43)n2c(N)n1	11.1	13.6
Cc1nc(C)n(C(C)CNC(=O)CN2C(=O)COc3ccc(C(C)(C)C)cc32)n1 (stereo unspecified)	2.0	12.6
Nc1nc(CC(=O)CSc2nc3ccccc3s2)nc(Nc2ccc(F)cc2)n1	5.9	-15.4
O=C(C1=C(O)C(=O)N(Cc2ccccc2)C1c1cccnc1)c1cccs1 (stereo unspecified)	8.3	-5.4
Nc1cc(-c2ccco2)nn(CC(=O)NCc2ccccc2)c1=O	10.6	4.9
CCOC(=O)N1CCN(C(=O)CN(c2cccc(Cl)c2)S(C)(=O)=O)CC1	8.1	3.4
CCCC(c1nnnn1C(C)(C)CC)N(Cc1cccs1)Cc1cc2cc(C)c(C)cc2[nH]c1=O (stereo unspecified)	7.9	9.1
COc1cccc(OC)c1C(=O)Nc1ccc(NC(=O)c2cccs2)cc1	6.6	-65.8
c1cc(CNCCN2CCNCC2)ccn1	13.2	4.0
O=C(CSc1nnc(-c2ccc(Cl)cc2)o1)N1c2ccccc2CCc2ccccc21	8.2	-10.7
Cc1cc(C)c(S(=O)(=O)N(CCCO)Cc2cc3c(C)cc(C)cc3[nH]c2=O)c(C)c1	24.1	2.7
COc1c(Cl)cc(C(=O)Nc2ccc(N3CCN(C(C)=O)CC3)cc2)cc1Cl	12.0	-23.1
COC(=O)COc1ccc(S(=O)(=O)NCc2ccc3c(c2)OCO3)cc1C	8.3	-42.4
COc1ccc(CN(Cc2cncn2C)CC2CCCO2)c(OC)c1 (stereo unspecified)	3.0	29.3
CCOC(=O)c1sc(NC(=O)CSc2ncccc2-c2nc3ccccc3[nH]2)c(C#N)c1C	30.1	-3.6
CCOC(=O)C(Sc1nc2c(cc1C#N)CCCC2)C(C)=O (stereo unspecified)	10.3	-10.0
CCOc1ccc(NC(=O)c2snc3c(=O)[nH]cnc23)cc1	8.4	-28.6
CCc1ccc(NC(=O)c2cnn3c(C)cc(C)nc23)cc1	3.9	4.5
CC(c1ccccc1)n1c(Br)nc2c1c(=O)[nH]c(=O)n2C (stereo unspecified)	12.7	13.0
COC(=O)c1cccc(NC(=O)CSc2nc(C)nc3sc(C)c(C)c23)c1	3.8	1.9
CC(CC(=O)O)(CC(=O)O)C(=O)O	7.0	51.0
Cc1cc(C(C)(C)C)c(OCCCN2CCOCC2)c(C(C)(C)C)c1	38.1	49.9
OC(CN1CCN(c2ccc(F)cc2F)CC1)c1ccc2c(c1)OCCCO2 (stereo unspecified)	6.6	-36.8

An excerpt from further up, for reference:
SMILES	PGE2 EP2 inh	EP2 mod
CCCc1cc2nnc(SCC(=O)N3c4ccccc4CCc4ccccc43)n2c(N)n1	11.1	13.6
Cc1nc(C)n(C(C)CNC(=O)CN2C(=O)COc3ccc(C(C)(C)C)cc32)n1 (stereo unspecified)	2.0	12.6
Nc1nc(CC(=O)CSc2nc3ccccc3s2)nc(Nc2ccc(F)cc2)n1	5.9	-15.4
O=C(C1=C(O)C(=O)N(Cc2ccccc2)C1c1cccnc1)c1cccs1 (stereo unspecified)	8.3	-5.4
Nc1cc(-c2ccco2)nn(CC(=O)NCc2ccccc2)c1=O	10.6	4.9
CCOC(=O)N1CCN(C(=O)CN(c2cccc(Cl)c2)S(C)(=O)=O)CC1	8.1	3.4
CCCC(c1nnnn1C(C)(C)CC)N(Cc1cccs1)Cc1cc2cc(C)c(C)cc2[nH]c1=O (stereo unspecified)	7.9	9.1
COc1cccc(OC)c1C(=O)Nc1ccc(NC(=O)c2cccs2)cc1	6.6	-65.8
c1cc(CNCCN2CCNCC2)ccn1	13.2	4.0
O=C(CSc1nnc(-c2ccc(Cl)cc2)o1)N1c2ccccc2CCc2ccccc21	8.2	-10.7
Cc1cc(C)c(S(=O)(=O)N(CCCO)Cc2cc3c(C)cc(C)cc3[nH]c2=O)c(C)c1	24.1	2.7
COc1c(Cl)cc(C(=O)Nc2ccc(N3CCN(C(C)=O)CC3)cc2)cc1Cl	12.0	-23.1
COC(=O)COc1ccc(S(=O)(=O)NCc2ccc3c(c2)OCO3)cc1C	8.3	-42.4
COc1ccc(CN(Cc2cncn2C)CC2CCCO2)c(OC)c1 (stereo unspecified)	3.0	29.3
CCOC(=O)c1sc(NC(=O)CSc2ncccc2-c2nc3ccccc3[nH]2)c(C#N)c1C	30.1	-3.6
CCOC(=O)C(Sc1nc2c(cc1C#N)CCCC2)C(C)=O (stereo unspecified)	10.3	-10.0
CCOc1ccc(NC(=O)c2snc3c(=O)[nH]cnc23)cc1	8.4	-28.6
CCc1ccc(NC(=O)c2cnn3c(C)cc(C)nc23)cc1	3.9	4.5
CC(c1ccccc1)n1c(Br)nc2c1c(=O)[nH]c(=O)n2C (stereo unspecified)	12.7	13.0
COC(=O)c1cccc(NC(=O)CSc2nc(C)nc3sc(C)c(C)c23)c1	3.8	1.9
CC(CC(=O)O)(CC(=O)O)C(=O)O	7.0	51.0
Cc1cc(C(C)(C)C)c(OCCCN2CCOCC2)c(C(C)(C)C)c1	38.1	49.9
OC(CN1CCN(c2ccc(F)cc2F)CC1)c1ccc2c(c1)OCCCO2 (stereo unspecified)	6.6	-36.8

(listing goes on)
SMILES	PGE2 EP2 inh	EP2 mod
CCOC(=O)c1c(NC(=O)c2ccc(Cn3cc(Cl)cn3)o2)sc(C(C)=O)c1C	19.9	23.0
CCOc1ccccc1CN1CCC(C(=O)NC(C)CC)CC1 (stereo unspecified)	9.8	-14.4
CN(C)CCCNC(=O)CN1N=C(C(C)(C)C)Cn2c(cc3ccccc32)C1=O	7.2	-44.7
O=C(CCCSc1nc(-c2ccco2)cc(C(F)(F)F)n1)Nn1cnnc1	8.8	-40.6
CCn1c(COc2cccc(C)c2)nnc1SCC(=O)N1CCCCC1	2.9	29.7
CCn1c(=O)oc2cc(S(=O)(=O)NC3(c4ccc(F)cc4)CC3)c(Cl)cc21	3.5	-78.3
Cc1cc(C(F)(F)F)c2c(NCc3cccc4cccnc34)n[nH]c2n1	5.0	-52.9
Cc1cccc(N(C(=O)c2csnn2)C(C(=O)NC(C)(C)C)c2ccc(C)o2)c1 (stereo unspecified)	10.0	-6.5
CCN1CC23C=CC(O2)C(C(=O)N2CCC(c4ccncc4)CC2)C3C1=O (stereo unspecified)	5.6	-23.8
O=C(OCC(=O)N1CCc2ccccc21)c1ccccc1Cl	7.2	-32.8
COCCn1nnnc1C(c1ccccc1F)N1CCN(c2nc3ccccc3s2)CC1 (stereo unspecified)	6.3	-18.9
N#Cc1c(NC(=O)c2cc(-c3ccccc3)on2)sc2c1CCC2	8.2	-26.6
Cc1ccn2c(C(=O)NN)c(C)nc2c1	5.2	7.1
CC(=O)Nc1ccc(C(=O)CSc2nc(C3CC3)nc3ccccc23)cc1	25.4	36.0
CC(=O)c1sc(N)c(C(=O)Nc2ccc(C)cc2C)c1C	7.9	7.0
CCOC(=O)C(CC)n1cnc2sc3c(c2c1=O)CCCC3 (stereo unspecified)	5.9	11.1
Cc1nn(CC(=O)NCCc2ccccc2)c(=O)c2cc3occc3n12	5.7	-35.8
COC(=O)CC1=C(C(=O)OC)C(c2ccc(OC)c(OC)c2)C(C#N)=C(N)O1 (stereo unspecified)	7.7	-37.6
CC(=O)C1=C(O)C(=O)N(CCNCCO)C1c1ccc(C)cc1 (stereo unspecified)	7.4	12.6
CCOc1ccccc1-n1c(SCC(=O)Nc2ccccc2C)nnc1-c1ccncc1	12.7	-3.9

Given field by field: entries from further up.
CC(=O)Nc1ccc(C(=O)CSc2nc(C3CC3)nc3ccccc23)cc1
  PGE2 EP2 inh: 25.4	EP2 mod: 36.0
CC(=O)c1sc(N)c(C(=O)Nc2ccc(C)cc2C)c1C
  PGE2 EP2 inh: 7.9	EP2 mod: 7.0
CCOC(=O)C(CC)n1cnc2sc3c(c2c1=O)CCCC3 (stereo unspecified)
  PGE2 EP2 inh: 5.9	EP2 mod: 11.1
Cc1nn(CC(=O)NCCc2ccccc2)c(=O)c2cc3occc3n12
  PGE2 EP2 inh: 5.7	EP2 mod: -35.8

Not all compounds are listed, so the mix of outcomes need not match the whole.
